# Screening results deposited in PubChem BioAssay by National Center for Advancing Translational Sciences (NCATS).
# Tb PYK inh: inhibitors of Trypanosoma brucei pyruvate kinase; AID 624173; Q57TT1; Potency, µM (highest dose often 76.8 µM), without a hit: at the top dose activity, negative = inhibition, most hits filed as inhibitors; 410,000 tested, 0.12% active; TbPYK enzyme, Kinase-Glo Plus ATP luminescence, 45 min; further: potency means the concentration at half of the fitted maximal effect; nearly all actives have a fitted effect of over 50% in size
#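 TbPYK + substrate in 50 mM TEA pH 7.2, 100 mM KCl, 10 mM MgCl2, 0.05% BSA, 0.01% Tween-20; cpd pinned; ADP 130 uM final; 45 min RT; Kinase-Glo Plus 10 min; luminescence endpoint.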
# AmpC inh no detg: blocks E. coli AmpC beta-lactamase in detergent-free assay | 330,000 tested, 0.52% active | P00811 | Potency, µM (top dose mostly 57.1 µM), for the others: top-dose activity change, negative = inhibition, actives largely listed as inhibitors | AmpC nitrocefin hydrolysis, absorbance 480 nm, 0.0001% Triton;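 further: potency means the concentration at half of the fitted maximal effect; plate controls were no compound for no effect and no enzyme for full effect; nearly all actives have a fitted effect of over 20% in size; some results filed as inactive show a strong effect at the top dose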
# Target sequence (P00811 whole entry, looked up): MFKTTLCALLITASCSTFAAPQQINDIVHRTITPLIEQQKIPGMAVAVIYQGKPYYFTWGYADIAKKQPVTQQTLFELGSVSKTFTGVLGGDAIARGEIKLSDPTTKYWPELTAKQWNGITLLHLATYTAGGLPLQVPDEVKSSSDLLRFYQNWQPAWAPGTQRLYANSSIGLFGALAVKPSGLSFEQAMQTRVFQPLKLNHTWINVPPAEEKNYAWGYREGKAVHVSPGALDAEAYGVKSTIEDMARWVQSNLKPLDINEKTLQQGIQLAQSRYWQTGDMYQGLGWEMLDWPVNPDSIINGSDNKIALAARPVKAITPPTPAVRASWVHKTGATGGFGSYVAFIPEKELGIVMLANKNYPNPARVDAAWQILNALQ
#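 AmpC (5.3 nM in the dispensed reagent) in 20 mM phosphate pH 7.0 with 0.01% (detergent screen) or 0.0001% Triton X-100 was preincubated with compounds for 15 min at room temperature. Nitrocefin was then added from an 800 uM solution, and hydrolysis was followed at 480 nm.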
# AMA1 RON2 block: AMA1-RON2 (P. falciparum) interaction inhibition; AlphaScreen AMA1-biotinylated RON2 peptide binding; Potency, µM (titrated, usually from 58.2 µM), for inactives: at the highest dose activity change, negative = inhibition, actives largely listed as inhibitors; 360,000 tested, 0.2% active;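 further: potency means the concentration at half of the fitted maximal effect; 0% = vehicle wells and -100% = peptide control; nearly all actives have a fitted effect of over 45% in size; some results filed as inactive show a strong effect at the top dose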
#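 AMA1 (3D7) with his tag at 25 nM final met compounds first, then biotinylated RON2 peptide at 25 nM; detection used donor plus acceptor beads, 10 µg/mL apiece, read by AlphaScreen after 30 min at room temperature.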
# LmPK inh: LmPK (Leishmania mexicana) enzyme inhibition; Q27686; purified LmPK, Kinase-Glo ATP luminescence, 1 h; Potency, µM (titrated, usually from 57.5 µM), for the others: at the highest dose activity change, negative = inhibition, most hits filed as inhibitors; 290,000 tested, 0.37% active; AID 1721; further: potency means the concentration at half of the fitted maximal effect
# Target sequence (Q27686 whole entry, looked up): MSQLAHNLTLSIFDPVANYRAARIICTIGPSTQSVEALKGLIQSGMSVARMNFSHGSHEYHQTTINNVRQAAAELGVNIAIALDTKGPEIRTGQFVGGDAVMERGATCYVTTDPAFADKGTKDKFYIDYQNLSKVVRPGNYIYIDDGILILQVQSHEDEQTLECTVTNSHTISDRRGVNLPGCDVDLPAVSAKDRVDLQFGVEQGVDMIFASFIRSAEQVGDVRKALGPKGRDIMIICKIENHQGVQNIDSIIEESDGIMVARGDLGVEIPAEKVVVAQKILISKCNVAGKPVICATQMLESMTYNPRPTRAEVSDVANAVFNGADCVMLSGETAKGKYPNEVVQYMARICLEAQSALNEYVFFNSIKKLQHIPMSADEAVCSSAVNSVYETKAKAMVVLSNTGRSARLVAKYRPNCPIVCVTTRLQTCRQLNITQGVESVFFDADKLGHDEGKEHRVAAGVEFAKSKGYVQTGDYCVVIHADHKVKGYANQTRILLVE
#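 0.1 nM LmPK, 0.5 mM PEP, 0.1 mM ADP; 50 mM imidazole pH 7.2, 7 mM MgCl2, 50 mM KCl; 1 h RT. Kinase-Glo luminescence readout, normalized to no-enzyme (full inhibition) and uninhibited wells.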
# AmpC inh detg: blocks E. coli AmpC beta-lactamase in detergent assay | P00811 | AmpC hydrolysis of nitrocefin, absorbance 480 nm, 0.01% Triton | Potency, µM (series often up to 114 µM), for the others: at the highest dose activity change, negative = inhibition, hits mostly inhibitors | 370,000 tested, 0.041% active | AID 485294;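 further: potency means the concentration at half of the fitted maximal effect; 0% = no-compound wells and -100% = no-enzyme wells; nearly all actives have a fitted effect of over 25% in size; some results filed as inactive show a strong effect at the top dose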
#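 AmpC (5.3 nM in the dispensed reagent) in 20 mM phosphate pH 7.0 with 0.01% (detergent screen) or 0.0001% Triton X-100 was preincubated with compounds for 15 min at room temperature. Nitrocefin was then added from an 800 uM solution, and hydrolysis was followed at 480 nm.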
# Sm TGR block: blocks Schistosoma mansoni thioredoxin glutathione reductase; purified TGR, DTNB reduction, TNB absorbance 405 nm; 360,000 tested, 3% active; Potency, µM (doses to about 114 µM), inactives show at the highest dose activity change, negative = inhibition, usual class: inhibitors; Q962Y6; further: potency means the concentration at half of the fitted maximal effect; nearly all actives have a fitted effect of over 60% in size
#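 TGR 20 nM + NADPH 100 uM (dispensed conc.), cpd preinc 15 min RT; start with NADPH (500 uM addition) then DTNB (15 mM addition). Kinetic TNB absorbance, 405 nm filter. Four-parameter Hill fit across titration.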
# HCMV antiviral: human cytomegalovirus inhibition; HFF cells, HCMV-luciferase reporter, 72 h; hits give low values; activity change, negative = inhibition, % at 57.5 µM; 410,000 tested, 4.5% active; in the data active means activity change below about -60%; inconclusive means no clear call, values can overlap the other calls; inactive means above about -39%
#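 Steps: HFFs plated, 16 h 37C; compounds added; HCMV-luciferase added to MOI 1 PFU/cell; 72 h 37C; OneGlo reagent, 5 min room temperature; luminescence read, normalized to controls.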
# Starred values were filed as active, the others as inactive; ? = inconclusive; / = no result given; [ ] = another dose, or the depositor's remark. Unless noted, the call rests on the fitted dose curve; in most records, active means well fitted curve in the direction sought with a large enough effect; inconclusive means small, poorly fitted or top-dose-only effect, or another doubt; inactive means no such curve, though single readings can be large; an effect the other way counts as inactive or inconclusive. Unless noted, on the % scale 0 is the no-effect control and ±100 the full control effect.
mol	Tb PYK inh	AmpC inh no detg	AMA1 RON2 block	LmPK inh	AmpC inh detg	Sm TGR block	HCMV antiviral
CC(C)(C)OC(=O)N[C@@H](Cc1ccccc1)[C@H](O)c1ccco1	-6%	1%	0%	8%	12%	?	13
Cc1c(C)c2ccc(OCC(=O)Nc3cccnc3)c(C)c2oc1=O	1%	3%	4%	1%	-1%	9%	-8
CC(C(=O)NCc1ccc2c(c1)OCO2)c1ccc([N+](=O)[O-])cc1 (stereo not drawn)	-1%	-35%	-6%	-5%	-1%	-6%	-12
CCN(CC)CCCNC(=O)CC1Oc2ccc(C)cc2NC1=O (stereo not drawn)	0%	-8%	10%	1%	?	27%	14
C=CCOc1ccc(/C=C2\SC(=S)N(NS(=O)(=O)c3ccccc3)C2=O)cc1	2%	-35%	6%	4%	2%	24%	19
O=C(c1ccc2c(c1)OCO2)C1CCCN(C(=O)c2cnn(Cc3ccccc3)c2)C1 (stereo not drawn)	-1%	51%	-2%	0%	-6%	-11%	-19
CCCn1c(SCC(=O)Nc2cc(S(=O)(=O)N(C)C)ccc2OC)n[nH]c1=O	-6%	-20%	-1%	8%	2%	7%	-9
Cc1cc(NC(=O)CCC(=O)N(CC(=O)NC2CCCC2)c2ccc(C)c(F)c2)no1	-3%	31%	4%	1%	-10%	4%	2
Cn1cccc1Cc1nnc(SCC(=O)NCc2ccc(F)cc2)n1-c1ccc(F)cc1	-7%	66%[activator]	7%	-2%	-9%	?	3
C[N+](C)(C)CC=O	-1%	-32%	7%	/	?	-3%	-12
CC(C)CC(O)C1CCN(C(=O)CCc2nnc(-c3ccccc3)o2)CC1 (stereo not drawn)	2%	-7%	0%	1%	2%	12%	-30
N#Cc1ccccc1COC(=O)c1cccc(S(=O)(=O)N2CCCC2)c1	-2%	-10%	25%	/	/	/	-10
O=C(Nc1nnc(-c2ccco2)s1)C1CCCCC1	1%	-19%	-2%	1%	-15%	0%	45
O=C(NCCc1ccc(OC(F)F)cc1)C1CC(=O)N(c2ccc3c(c2)OCCO3)C1 (stereo not drawn)	-8%	-2%	0%	/	2%	7%	-13
COc1ccc(S(=O)(=O)c2c(Nc3cccc(Cl)c3)sc(C(=O)c3ccccc3)c2N)cc1	3%	/	/	/	25%	-3%	20
CCOC(=O)/C=C/C(=O)OCC(=O)Nc1ccc([N+](=O)[O-])cc1	-8%	-17%	-2%	2%	-5%	4µM*	-29
Clc1ccc(-c2ccnc(Oc3ccc4ccccc4c3)n2)cc1	-6%	?	-2%	-1%	-1%	-14%	11
O=C(NCc1cccs1)C(=O)NCC1OCCCN1S(=O)(=O)c1cccs1 (stereo not drawn)	1%	-17%	-7%	3%	?	9%	-39
Cn1c(N)c(C(=O)COC(=O)COc2ccc3ccccc3c2)c(=O)n(C)c1=O	-6%	146%[activator]	-9%	14%	6%	7%	34
COc1ccc(CNCCSc2nnnn2-c2ccccc2)cc1	1%	/	/	/	2%	-9%	-6
Cc1ccc(OCC(=O)Nc2cccc(S(=O)(=O)N3CCCCC3)c2)c([N+](=O)[O-])n1	-1%	-21%	-2%	1%	-8%	1%	-12
CC(C)NC(=O)C1CCCN(c2ncnc3onc(-c4ccc(F)cc4)c23)C1 (stereo not drawn)	-2%	/	/	/	18%	-4%	0
Cc1cc(Br)cn2c(Cc3ccccc3C(F)(F)F)c(-c3ccc(Cl)cc3)nc12	4%	/	4%	/	/	/	5
CCc1ccc(CNC(=O)c2cnc3sc(N4CCOCC4)nn3c2=O)cc1	7%	/	/	/	5%	0%	5
NC1=C(Cl)C(=O)c2ccc(S(N)(=O)=O)cc2C1=O	-6%	/	-19%	/	/	/	-101*
Fc1ccccc1-c1csc(=Nc2cccnc2)n1CC1CCCO1 (stereo not drawn)	-10%	9%	-27%	1%	3%	-2%	?
COc1cc([N+](=O)[O-])ccc1NC(=O)Nc1ccc(C(=O)N2CCCC2)cc1	-6%	-18%	15%	-2%	2%	?	?
COc1ccc(S(=O)(=O)N/N=C\c2ccc3c(c2)OCO3)cc1	-9%	-19%	-9%	3%	2%	-1%	-13
Cc1ccc(CN(C(=O)COc2ccc(Br)cc2)c2ccccn2)o1	-9%	/	/	/	10%	-22%	15
Cc1cc2cc(C(c3nnnn3Cc3ccco3)N3CCc4ccccc4C3)c(=O)[nH]c2cc1C (stereo not drawn)	?	-21%	16%	-4%	-2%	3.5µM*	4
N/N=C(\c1ccccc1)C12CN3CN(CN(C3)C1)C2	3%	1%	8%	4%	10%	-4%	?
CCOC(=O)C1(Cc2cccc(OC)c2)CCN(Cc2cccc(OC)c2OC)CC1	-2%	51%	-19%	1%	4%	14%	?
O=S(=O)(Nc1ccc(Cc2ccncc2)cc1)c1ccc(Br)cc1	2%	-50%	-12%	1%	-4%	5%	-63*
C=CCC1(CC=C)CCCN1C(=O)c1cc(COc2ccc(F)c(F)c2)on1	1%	-39%	48%[activator]	-2%	-12%	?	0
Cc1cc(S(=O)(=O)N2CCN(CC(=O)NC(C)(C#N)C3CC3)CC2)ccc1Br (stereo not drawn)	0%	119%[activator]	2%	/	-13%	4%	-24
O=c1[nH][nH]c(C(F)(F)F)c1C=Nc1ccccc1Cl	8%	31%	11%	-2%	-6%	0%	-5
Cc1ccccc1NC(=O)c1cc2c(-c3ccccc3)nn(-c3ccccc3)c2s1	0%	/	/	/	24%	9%	-10
COc1cc2c(cc1OC)CN(S(=O)(=O)c1cccs1)CC2	6%	-13%	-21%	1%	2%	10%	48
Cc1cccc(OCCCCn2c(C3CC(=O)N(c4ccc(C)cc4C)C3)nc3ccccc32)c1 (stereo not drawn)	1%	/	/	/	-2%	0%	?
CCc1c(C(=O)NNC(=S)Nc2ccc(S(=O)(=O)Nc3ncccn3)cc2)csc1C	1%	-24%	133%[activator]	5%	-1%	8%	-8
CC(C(=O)NCCCc1ccccc1)n1cccc1C(=O)c1ccccc1 (stereo not drawn)	10%	56%	-5%	4%	9%	7%	?
CCCC(=O)Nc1c(C(=O)OCC)oc2ccccc12	3%	0%	-16%	4%	?	7%	19
CC(=O)Nc1ccccc1NC(=O)C/C(C)=N/NC(=O)c1ccccn1	2%	2%	60%[activator]	4%	-1%	1%[57.1 µM]	40
CCOc1ccc(CCNC(=O)C2CCN(S(=O)(=O)CC)CC2)cc1OCC	-2%	0%	-5%	-3%	-6%	5%	-9
Oc1c(C(c2ccc(F)cc2)N2CCc3ccccc3C2)sc2ncnn12 (stereo not drawn)	?	2%	70%[activator]	4%	-6%	-9%	-29
Cc1cccc(NC(=O)COc2coc(CN3CCc4ccccc4C3)cc2=O)c1	-8%	21%	3%	/	0%	-6%	-33
COc1ccc(-c2c(C)c3ccc(O)c(CN4CCCC4)c3oc2=O)cc1OC	3%	/	/	/	5%	6%	8
CC1Cc2ccccc2N1C(=O)CSc1nn2c(=O)c(C(C)(C)C)nnc2s1 (stereo not drawn)	3%	41%	-2%	5%	1%	-15%	-31
Cc1[nH]c2ccccc2c1/C=N/NC(=O)Cc1cccs1	-5%	-31%	-6%	6%	-14%	-18%	-20

# Rewritten with two lines to a compound: five of the compounds above.
# Below each compound – Tb PYK inh | AmpC inh no detg | AMA1 RON2 block | LmPK inh | AmpC inh detg | Sm TGR block | HCMV antiviral
Cc1cccc(NC(=O)COc2coc(CN3CCc4ccccc4C3)cc2=O)c1
 : -8% | 21% | 3% | / | 0% | -6% | -33
Cc1ccc(OCC(=O)Nc2cccc(S(=O)(=O)N3CCCCC3)c2)c([N+](=O)[O-])n1
 : -1% | -21% | -2% | 1% | -8% | 1% | -12
CC(C)NC(=O)C1CCCN(c2ncnc3onc(-c4ccc(F)cc4)c23)C1 (stereo not drawn)
 : -2% | / | / | / | 18% | -4% | 0
CCOC(=O)C1(Cc2cccc(OC)c2)CCN(Cc2cccc(OC)c2OC)CC1
 : -2% | 51% | -19% | 1% | 4% | 14% | ?
CC(C)CC(O)C1CCN(C(=O)CCc2nnc(-c3ccccc3)o2)CC1 (stereo not drawn)
 : 2% | -7% | 0% | 1% | 2% | 12% | -30

# Compound profiles (already shown).
# Cc1c(C)c2ccc(OCC(=O)Nc3cccnc3)c(C)c2oc1=O across the screens: Tb PYK inh = 1%; AmpC inh no detg = 3%; AMA1 RON2 block = 4%; LmPK inh = 1%; AmpC inh detg = -1%; Sm TGR block = 9%; HCMV antiviral = -8
# C=CCC1(CC=C)CCCN1C(=O)c1cc(COc2ccc(F)c(F)c2)on1 across the screens: Tb PYK inh = 1%; AmpC inh no detg = -39%; AMA1 RON2 block = 48%[activator]; LmPK inh = -2%; AmpC inh detg = -12%; Sm TGR block = ?; HCMV antiviral = 0

# Rows are unselected. Share with any hit: about 7.4%.
